High-throughput results as filed in PubChem BioAssay.
TRb SRC2 PPI: qHTS for Inhibitors of the Interaction of Thyroid Hormone Receptor and Steroid Receptor Coregulator 2; Thyroid hormone receptor beta (Homo sapiens), P10828; TRbeta-SRC2 peptide binding, fluorescence polarization; receptor liganded with 1 µM T3; Potency, µM (series often up to 106 µM), for the others: top-dose activity change, negative = inhibition, usual class: inhibitors; hit rate 0.065% among 280,000; AID 1469, 2008;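 note: plate controls were bound peptide for no effect and peptide without receptor for full effect; nearly all actives have a fitted effect of over 50% in size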
Target sequence (P10828 whole entry, looked up): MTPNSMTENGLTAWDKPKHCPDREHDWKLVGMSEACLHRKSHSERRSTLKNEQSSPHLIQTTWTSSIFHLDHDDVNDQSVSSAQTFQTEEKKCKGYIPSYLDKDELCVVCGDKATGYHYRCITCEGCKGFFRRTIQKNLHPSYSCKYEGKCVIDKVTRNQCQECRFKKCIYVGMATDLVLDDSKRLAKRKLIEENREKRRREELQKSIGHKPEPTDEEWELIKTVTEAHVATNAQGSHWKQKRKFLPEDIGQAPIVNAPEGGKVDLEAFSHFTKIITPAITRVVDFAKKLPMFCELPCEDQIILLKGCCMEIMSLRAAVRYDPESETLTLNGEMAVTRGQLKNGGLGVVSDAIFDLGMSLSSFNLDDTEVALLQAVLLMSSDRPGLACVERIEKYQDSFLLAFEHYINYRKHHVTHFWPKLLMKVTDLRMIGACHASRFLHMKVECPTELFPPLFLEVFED
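Human TRb LBD (0.6 uM) plus Texas Red-labeled SRC2 peptide (20 nM), 1uM T3, 5% DMSO, 5 hr at ambient temperature. Decreased polarization (555/632 nm) flags inhibition; data normalized to free and bound peptide controls.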
RECQ1 helicase: qHTS Assay for Inhibitors of RecQ-Like Dna Helicase 1 (RECQ1). RECQ1 DNA unwinding, red fluorescence kinetic read. Potency, µM (series often up to 57.3 µM), for inactives: top-dose activity, negative = inhibition, actives largely listed as inhibitors. ATP-dependent DNA helicase Q1 (Homo sapiens), P46063. hit rate 0.54% among 240,000;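 note: plate controls were vehicle for no effect and no enzyme for full effect; nearly all actives have a fitted effect of over 30% in size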
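50 nM RECQ1T1 preincubated 15 min with compound in Tris pH 8.0 buffer with MgCl2, DTT, Tween-20 and 2.5 ug/ml poly(dI-dC); started with 200 nM TAMRA/BHQ-2 forked duplex and 2 mM ATP. Unwinding read as fluorescence (525/598 nm), two reads 2 h apart.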
GAA inhib: qHTS Assay for Inhibitors of Human alpha-Glucosidase as a Potential Chaperone Treatment of Pompe Disease; Lysosomal alpha-glucosidase (Homo sapiens), P10253; Potency, µM (titrated, usually from 76.9 µM), for inactives: top-dose activity change, negative = inhibition, actives largely listed as inhibitors; hit rate 0.005% among 200,000; purified human GAA, 4-MU-alpha-glucoside fluorescence;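 note: plate controls were uninhibited enzyme wells for no effect and no-enzyme background for full effect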
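Endpoint fluorogenic read: 20 min room-temperature reaction of 4 nM human alpha-glucosidase with 400 uM 4-methylumbelliferyl-alpha-D-pyranoside, pH 5.0, quenched with 1M NaOH/1M glycine pH 10. AC50 from Hill modeling.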
TR SRC2 fluor cs: Total Fluorescence Counterscreen for Inhibitors of the Interaction of Thyroid Hormone Receptor and Steroid Receptor Coregulator 2 | TRb/SRC2 Texas Red total fluorescence interference | Potency, µM (titrated, usually from 106 µM), for the others: top-dose fluorescence change, negative = quenching | hit rate 0.29% among 280,000 | AID 1479, 2009; active = well fitted curve in either direction with a large enough effect; inconclusive = small, poorly fitted or top-dose-only effect
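Human TRβ ligand-binding domain (0.6 uM) and Texas Red SRC2 peptide (20 nM) in Tris buffer with 1 uM T3 and 5% DMSO were incubated with pinned compound for 5 hr at ambient temperature. Total fluorescence was computed as S + 2P (555/632 nm).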
GoLoco inh red: qHTS Assay for Inhibitors of RGS12 GoLoco Motif Activity (Red Fluorophore); Guanine nucleotide-binding protein G(i) subunit alpha-1 (Homo sapiens), P63096; Gai1:RGS12 GoLoco peptide FP, rhodamine, 10 min; hit rate 0.44% among 230,000; Potency, µM (titrated, usually from 61.6 µM), for the others: at the highest dose activity, negative = inhibition, most hits filed as inhibitors; active = well fitted inhibition curve with a large enough effect, not every such curve was filed as active; inactive = no such curve, though single readings can be large or run the other way; note: nearly all actives have a fitted effect of over 30% in size; many of its hits are not listed in these tables
Target sequence (P63096 whole entry, looked up): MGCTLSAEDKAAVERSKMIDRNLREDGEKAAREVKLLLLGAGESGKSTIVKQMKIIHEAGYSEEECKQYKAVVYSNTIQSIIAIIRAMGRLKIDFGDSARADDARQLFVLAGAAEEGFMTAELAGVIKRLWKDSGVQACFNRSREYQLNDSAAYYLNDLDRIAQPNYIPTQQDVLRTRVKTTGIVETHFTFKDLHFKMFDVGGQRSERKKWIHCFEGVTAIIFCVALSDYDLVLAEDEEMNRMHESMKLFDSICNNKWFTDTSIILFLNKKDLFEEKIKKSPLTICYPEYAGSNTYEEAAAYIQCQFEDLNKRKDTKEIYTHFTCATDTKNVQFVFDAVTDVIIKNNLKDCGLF
GAA glycogen mod: qHTS Assay for Inhibitors and Activators of Human alpha-Glucosidase Cleavage of Glycogen | Lysosomal alpha-glucosidase (Homo sapiens), P10253 | recombinant GAA, glycogen substrate, Amplex Red glucose oxidase fluorescence | Potency, µM (top dose mostly 76.4 µM), inactives show at the top dose activity change, negative = inhibition, hits mostly inhibitors | hit rate 0.38% among 300,000 | AID 2100, 2009;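 note: 0% = full enzyme reaction and -100% = no-enzyme basal signal; the screen sought inhibitors and activators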
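Recombinant enzyme (4 nM final) with compounds titrated up to 77 uM and bovine liver glycogen (30 ug) in citrate pH 5.0, 0.01% Tween-20, 37 C 40 min. Released glucose detected by Amplex Red/glucose oxidase (Ex 573/Em 610); AC50 from Hill fits.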
L3MBTL1 block: qHTS Assay for the Inhibitors of L3MBTL1; Lethal(3)malignant brain tumor-like protein 1 (Homo sapiens), Q9Y468; AlphaScreen L3MBTL1–H3K9me1 peptide binding; Potency, µM (titrated, usually from 57.1 µM), inactives show at the highest dose activity, negative = inhibition, usual class: inhibitors; hit rate 0.66% among 230,000; AID 485360, 2010; note: nearly all actives have a fitted effect of over 60% in size
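Read-out is AlphaScreen signal from streptavidin donor and nickel chelate acceptor beads (10 ug/mL final each) bridging L3MBTL1 (50 nM) and biotinylated K9-monomethylated H3(1-15) peptide (75 nM), after 30 min compound exposure at room temperature.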
aGlu spleen mod: qHTS Assay for Inhibitors and Activators of Human alpha-Glucosidase From Spleen Homogenate; human spleen homogenate, 4-MU-alpha-glucoside fluorescence; hit rate 0.006% among 240,000; Potency, µM (titrated, usually from 79.9 µM), for the others: top-dose activity change, negative = inhibition, hits mostly inhibitors; AID 2112, 2009;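 note: 0% = enzyme with vehicle and -100% = no enzyme basal signal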
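Compounds were titrated against alpha-glucosidase in spleen homogenate at pH 5.0, with 1 mM 4-methylumbelliferyl substrate for 40 min at 37 C. Reactions were quenched with pH 10 NaOH/glycine and fluorescence measured.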
Starred values were filed as active, the others as inactive; i = inactive; ? = inconclusive; / = not tested or not shown; & = joins results of further samples; [ ] = dose if it differs, or a comment. Unless noted, calls come from the whole dose curve; as a rule, active = well fitted curve in the direction sought with a large enough effect; inconclusive = small, poorly fitted or top-dose-only effect, or another doubt; inactive = no such curve, though single readings can be large; an effect the other way counts as inactive or inconclusive. Unless noted, % is set by controls: 0 for no effect and ±100 for the full control effect; potency is the fitted concentration of half-maximal effect. A portion of the library, so the mix of outcomes need not match the whole.

mol | RECQ1 helicase | GAA inhib | GAA glycogen mod | aGlu spleen mod | TRb SRC2 PPI | L3MBTL1 block | TR SRC2 fluor cs | GoLoco inh red
CCC(C)[C@H](NC(=O)NC1CCN(Cc2ccccc2)CC1)C(=O)OC (stereo partly specified) | i | -3.8% | -1.7% | -0.7% | -1.8% | -3.3% | 3.2% | 4.4%
O=C(Cn1nc(-c2ccccc2)c2ccccc2c1=O)Nc1cccc(O)c1 | i | / | 11.6% | 2.3% | 2.5% | 0.2% | -4.5% | 4.5%
COc1ccc(OCCCC(=O)Nc2ccc3c(c2)OCO3)cc1 | -3.9% | -6.7% | -3.0% | 2.4% | -2.8% | -4.4% | -4.1% | -0.9%
Cc1cc(NC(=O)/C=C/c2cccc(F)c2)n(-c2nc3ccccc3[nH]2)n1 | ? | -2.1% | 6.8% | -1.6% | 0.0% | 11.1% | -1.4% | 4.1%
CN=c1scc(-c2cc(OC)ccc2OC)n1/N=C/c1c(C)[nH]c2ccccc12 | -10.1% | -6.2% | 6.4% | -7.1% | 3.1% | ? | -3.3% | 64.8%[activator]
COc1ccc(N2CCN(S(=O)(=O)c3ccc(Cl)s3)CC2)cc1 | -0.9% | 0.4% | -14.4% | -6.3% | -5.0% | -5.7% | -3.2% | 10.8%
NC(=O)CSc1nc2cc3c(cc2c(=O)n1CCCC(=O)NCc1ccc2c(c1)OCO2)OCO3 | 0.1% | -4.9% | -2.7% | -11.0% | 9.0% | 1.1% | 2.2% | 2.5%
Nc1c(C(=O)C2CC2)sc2nc(-c3cccs3)cc(C(F)(F)F)c12 | i | -0.6% | -3.2% | -3.8% | -3.6% | / | -4.9% | 39.6%[activator]
CN(/N=C/c1cc(Cl)cc(Cl)c1O)c1c(Cl)cccc1[N+](=O)[O-] | 15.6% | -1.7% | -12.3% | 12.7% | -3.9% | ? | -3.2% | 8.7%
CC1CCN(C(=O)CCS(=O)(=O)c2cc3c(cc2Cl)NC(=O)CO3)CC1 | / | / | 9.2%&-3.0%[76.3 µM] | / | 5.7% | 7.9% | 5.0% | /
O=c1cc(-c2cccc(Br)c2)oc2cccc(O)c12 | i | / | 4.3% | -5.3% | 8.1% | / | -3.0% | 4.0%
CC(C)(C)NC(=O)CSc1nnc(-c2ccncc2)o1 | -8.5% | 0.2% | -8.8% | -5.4% | 0.1% | 11.4% | 3.6% | 19.3%
FC(F)(F)c1cc(C(F)(F)F)c2ccc(N3CCN(c4ccccc4)CC3)nc2n1 | i | -2.0% | 4.8% | 3.2% | -3.7% | 8.5% | -3.2% | 5.9%
Cc1ccc(C(=O)/C=C/NCc2ccc(F)cc2)cc1 | 3.8% | -2.4% | -0.7% | -8.7% | -2.2% | -3.4% | 0.0% | -5.5%
Cn1c(=O)c2c(nc(SCCN3CCOCC3)n2Cc2cccc3ccccc23)n(C)c1=O | -5.8% | ? | 0.0% | 0.2% | 8.1% | 1.7% | 3.8% | 7.9%
O=C(COC(=O)c1ccc(N2CCOCC2)c([N+](=O)[O-])c1)Nc1ccc2c(c1)OCO2 | -6.0% | -6.4% | -2.9% | -5.5% | 2.0% | -4.1% | 7.1% | 2.7%
COc1cccc([C@H](O)Cn2cc(-c3cccc(CON=C(C)C)c3)nn2)c1 | -3.3%[11.5 µM] | / | / | 0.1%[17.4 µM] | 0.4%[11.2 µM] | / | 1.1%[11.2 µM] | /
COc1cccc2cc(C(=O)N3CCN(c4ccc(C)cc4C)CC3)c(=O)oc12 | i | -9.1% | 3.6% | -8.1% | -9.8% | -2.5% | -0.1% | 6.9%
Cc1cc2cc(CN(Cc3ccco3)S(=O)(=O)c3c(C)ccc4nsnc34)c(=O)[nH]c2cc1C | 0.5% | -5.6% | 7.9% | -10.6% | 3.9% | -7.3% | 1.9% | 15.8%
Nc1cc(N)nc(SCc2ccccc2)n1 | 0.1% | 0.5% | 3.8% | -3.2% | 7.7% | 2.7% | -0.1% | 12.0%

Continued; it opens with the two that closed the last part.
mol | RECQ1 helicase | GAA inhib | GAA glycogen mod | aGlu spleen mod | TRb SRC2 PPI | L3MBTL1 block | TR SRC2 fluor cs | GoLoco inh red
Cc1cc2cc(CN(Cc3ccco3)S(=O)(=O)c3c(C)ccc4nsnc34)c(=O)[nH]c2cc1C | 0.5% | -5.6% | 7.9% | -10.6% | 3.9% | -7.3% | 1.9% | 15.8%
Nc1cc(N)nc(SCc2ccccc2)n1 | 0.1% | 0.5% | 3.8% | -3.2% | 7.7% | 2.7% | -0.1% | 12.0%
COC(=O)CNC(=O)C1(C)C=CC2(CCCCC2)N1C(=O)OC (stereo unspecified) | i | / | / | -0.2% | -3.0% | / | -2.1% | 3.3%
CCOC(=O)c1sc(NC(=O)CSc2nc3c(c(-c4ccc(OC)cc4)c2C#N)CCCC3)c(C#N)c1C | -5.1% | -3.2% | 0.9% | 4.5% | -10.3% | 1.9% | -1.1% | -0.6%
COc1ccccc1NC(=O)Nn1cnnc1 | -6.7% | -1.6% | -10.9% | -1.4% | 5.7% | -1.6% | 0.0% | 3.8%
CCOC(=O)c1[nH]c2ccc(Br)cc2c1NC(=O)CCN1CCC(C(=O)OCC)CC1 | -4.6% | -11.0% | 4.8% | -1.0% | -5.9% | -10.5% | 1.4% | -29.7%
Cc1ccc(NC(=O)NCC2CCN(Cc3cccc(Cl)c3)CC2)cc1Cl | -7.9% | -9.0% | 2.9% | -27.7% | -5.2%&-3.4% | / | -0.8%&-0.8% | -2.3%
c1ccc(C2=NNC(c3ccco3)=Nc3ccccc32)cc1 | i | 9.4% | 3.6% | 1.1% | 6.8% | ? | 2.1% | 29.6%
Cc1onc(-c2ccccc2)c1C(=O)NC(=S)NNC(=O)c1ccc(O)cc1 | -13.6% | -6.9% | -9.0% | -13.4% | -2.2% | 34.1%[activator] | -7.6% | 0.9%
c1ccc(-n2ncc3c(N4CCN(c5ccccn5)CC4)nc(N4CCOCC4)nc32)cc1 | -3.1% | -10.3% | -16.1% | -1.9% | 1.7% | -1.5% | -1.2% | -1.1%
Cc1ccc(C)c(-n2c(-c3ccc(Br)cc3)csc2=NC(=O)c2ccccc2F)c1 | -4.5% | / | -1.3% | -7.4% | 6.2% | 10.9% | -0.5% | -0.5%
Cc1ccc(-c2csc3ncnc(OCC(=O)NC(=O)NCc4ccco4)c23)cc1 | -24.8% | -3.9% | -5.7% | -5.1% | -2.3% | ? | -0.4% | 7.2%
Cc1nonc1C1CCCN1Cc1nc(-c2ccc(F)cc2F)oc1C (stereo unspecified) | i | -0.2% | -1.2% | -4.0% | -2.5% | 16.0% | -7.5% | 15.6%
O=S(=O)(O/N=C1\CCCc2ccccc21)c1ccccc1 | -0.6% | 4.3% | -0.9% | -2.2% | -5.9% | / | -3.1% | 6.4%
Cc1ccc(/C=[N+](/[O-])C2SC(=S)N(C)C2(C)C)cc1 (stereo unspecified) | -10.7% | 3.9% | -28.0% | -3.9% | -17.1% | -3.1% | 2.7% | -4.6%
COc1ccc(N(CC(=O)Nc2ccc3c(c2)OCCO3)S(=O)(=O)c2c(C)nn(C)c2C)cc1 | -8.1% | -2.2%[15.4 µM] | 1.4% | -2.5% | -0.3% | 5.8% | 0.3% | 0.3%
Cc1nc2ccccc2n1C(=O)c1cc(-c2ccc(Br)cc2)nc2ccccc12 | -11.1% | ? | 9.0% | -1.8% | 5.9% | 5.2% | -1.8% | 4.5%
COC(=O)C(C)Sc1nc2c(cnn2-c2ccccc2)c(=O)[nH]1 (stereo unspecified) | 1.3% | 2.1%[15.4 µM] | 7.3% | -2.0% | -2.5% | -0.3% | 0.4% | -5.4%
Cc1ccc(C2CC2C(=O)NN)cc1 (stereo unspecified) | 1.8% | 2.5% | -6.4% | -15.7% | -2.2% | -5.0% | 1.1% | 2.0%
Cc1nc(SCC(=O)NCc2ccco2)c2c(C)c(C)sc2n1 | -4.4% | 2.2% | 1.0% | -1.7% | -4.6% | -3.9% | 0.8% | -52.6%
CCN(CC)C(=S)Oc1ccc(Cl)cc1Cl | i | -1.7%[15.4 µM] | 4.9% | -2.2% | 4.2% | 62.0%[activator] | -0.9% | 5.9%
COc1ccccc1N1C(=O)CC(Sc2nccc(C)n2)C1=O (stereo unspecified) | i | -2.4% | 9.1% | -12.8% | -14.1% | / | 0.7% | 11.1%
CC(C)Sc1nc2ccccc2n1CC(N)=O | -10.5% | -3.8% | 7.2% | -6.1% | 2.5% | 10.3% | -0.2% | 10.8%
CC1CCC2(CC1)Nc1ccccc1C(=O)N2c1ccccc1 (stereo unspecified) | 1.4% | 10.2% | 3.8% | -3.0% | 0.0% | / | 0.2% | -4.0%
COc1ccc(CC(NC(C)=O)C(=O)NC2CCN(C(=O)Nc3ccc(Cl)cc3)CC2)cc1OC (stereo unspecified) | -1.1% | 0.6% | 6.3% | 5.5% | 5.7% | -2.5% | 1.6% | 0.7%
COc1ccccc1C1c2[nH]c3ccccc3c2CCN1Cc1cnc(C)s1 (stereo unspecified) | i | 1.2% | -3.2% | 4.0% | -5.3% | -2.1% | -1.0% | 1.6%
O=C(NCc1ccc(F)cc1)C1(c2cccs2)CCOCC1 | -3.5% | 4.2% | 10.8% | -1.7% | -0.1%&-3.6% | 15.5% | -2.1%&-2.3% | 3.0%
COc1ccc(NC(=S)N/C(=N/S(=O)(=O)c2ccc(C)cc2)c2ccccc2)cc1 | -6.7% | ? | -16.2% | 3.4% | -6.9% | -3.9% | -5.2% | 10.8%
